Screening data deposited in PubChem by several laboratories.
Mcl1 Bid PPI = Mcl-1/Bid interaction inhibition; Q07820; TR-FRET Mcl-1/Bid-Dy647 peptide binding, 1536-well; inhibition, % at 21.7 µM; actives 0.97% (n = 220,000); AID 1021;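 active = compounds that cut the binding signal by more than half at the single screening dose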;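 note: His-tagged Mcl-1 with europium anti-His antibody binding Bid BH3 peptide; 0% = Mcl-1 plus peptide wells and 100% = peptide-only wells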
Bim-Bcl-W = disrupts Bim peptide binding to human Bcl-W; actives 0.02% (n = 190,000); bead-based flow cytometry; AID 952; inhibition, % at 10 µM; Q92843;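 note: 0% = bound tracer without compound and 100% = peptide blocker; higher means less fluorescent Bim peptide bound to Bcl-W beads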
Target sequence (Q92843 whole entry, looked up): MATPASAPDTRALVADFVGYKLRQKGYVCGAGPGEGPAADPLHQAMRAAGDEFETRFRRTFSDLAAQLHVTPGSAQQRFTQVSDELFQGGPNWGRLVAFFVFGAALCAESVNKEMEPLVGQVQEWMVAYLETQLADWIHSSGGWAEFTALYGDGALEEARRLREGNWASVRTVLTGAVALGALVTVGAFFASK
Bim-Bcl-2 = human Bim-Bcl-2 interaction inhibition; Bead-based flow cytometry, Bim peptide-Bcl-2 binding; inhibition, % at 10 µM; actives 0.06% (n = 190,000); AID 950; in the data active = inhibition above about 40%; inconclusive = no clear call, values can overlap the other calls;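 note: 0% = no compound wells with probe peptide and 100% = reference peptide inhibitor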
Target sequence (P10415 whole entry, looked up): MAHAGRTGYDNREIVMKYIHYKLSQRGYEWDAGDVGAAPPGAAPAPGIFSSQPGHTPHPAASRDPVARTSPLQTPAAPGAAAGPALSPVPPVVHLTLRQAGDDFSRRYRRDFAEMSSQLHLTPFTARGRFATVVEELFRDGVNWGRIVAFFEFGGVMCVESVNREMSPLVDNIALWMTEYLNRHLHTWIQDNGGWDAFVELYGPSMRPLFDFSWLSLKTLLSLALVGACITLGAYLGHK
Bim-Bcl-B = inhibitors of Bim-Bcl-B interaction, human | Q9HD36 | bead-based flow cytometry, Bim peptide-Bcl-B binding | inhibition, % at 10 µM | actives 0.073% (n = 190,000) | AID 951;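 note: 0% = tracer peptide without compound and 100% = reference inhibitor peptide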
Target sequence (Q9HD36 whole entry, looked up): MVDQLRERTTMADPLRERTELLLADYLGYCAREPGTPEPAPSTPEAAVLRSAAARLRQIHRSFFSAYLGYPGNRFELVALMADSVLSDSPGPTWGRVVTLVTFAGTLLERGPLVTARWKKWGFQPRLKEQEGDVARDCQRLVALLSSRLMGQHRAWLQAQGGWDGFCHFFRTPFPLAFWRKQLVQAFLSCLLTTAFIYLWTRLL
RGS8-Gao reg = modulates binding of RGS8 to human Galphao; actives 0.34% (n = 220,000); AID 1423; response (percent of control binding), % at 10 µM; multiplexed bead flow cytometry; actives lie on both sides; P09471; in the data active = response below about 60% or above about 140%; inactive = in between;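 note: Galphao activated as the GDP aluminium fluoride complex binding bead-coupled RGS8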
Target sequence (P09471 whole entry, looked up): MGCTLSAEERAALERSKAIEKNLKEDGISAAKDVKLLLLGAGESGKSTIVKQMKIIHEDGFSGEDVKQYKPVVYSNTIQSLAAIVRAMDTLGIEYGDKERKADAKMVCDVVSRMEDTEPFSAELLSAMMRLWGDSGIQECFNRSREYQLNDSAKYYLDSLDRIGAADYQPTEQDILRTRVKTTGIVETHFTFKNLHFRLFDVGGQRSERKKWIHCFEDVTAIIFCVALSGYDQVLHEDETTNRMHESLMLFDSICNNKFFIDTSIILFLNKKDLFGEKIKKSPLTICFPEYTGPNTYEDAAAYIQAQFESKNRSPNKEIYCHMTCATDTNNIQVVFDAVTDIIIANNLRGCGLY
RGS7-Gao = human RGS7-Galphao interaction regulation | P09471 | Multiplexed bead flow cytometry, RGS7-Galphao binding; actives lie on both sides | binding response (% of control), % at 10 µM | actives 0.35% (n = 220,000) | AID 1439; in the data active = binding response below about 49% or above about 150%; inconclusive = no clear call, values can overlap the other calls; inactive = in between;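 note: fluorescent Galphao held in activated GDP-AlF4 state binding bead-coupled RGS7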
Bfl-1 Bim block = inhibitors of Bim-Bfl-1 interaction, human. inhibition, % at 10 µM. Q16548. actives 0.12% (n = 190,000). Bead-based flow cytometry, Bim-Bfl-1 binding inhibition. AID 1008;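 note: 0% = wells without compound plus tracer and 100% = blocker peptide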
Mcl-1 Bim block = inhibitors of Bim-Mcl-1 interaction, human. inhibition, % at 10 µM. actives 0.1% (n = 190,000). Bead-based flow cytometry, Bim peptide-Mcl-1 binding;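 note: 0% = no compound tracer wells and 100% = peptide blocker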
Bim-Bcl-XL = human Bim-Bcl-XL interaction inhibition; actives 0.04% (n = 190,000); Q07817; AID 1007; Bim peptide-Bcl-XL binding, bead flow cytometry, fluorescence; inhibition, % at 10 µM
RGS4-Gao reg = human RGS4-Galphao interaction regulation; P09471; Multiplexed bead flow cytometry, RGS4-Galphao binding; actives lie on both sides; binding response (% of control), % at 10 µM; actives 0.33% (n = 220,000); in the data active = binding response below about 49% or above about 150%; inactive = in between;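 note: fluorescent Galphao activated with aluminum fluoride binding bead-coupled RGS4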
GSH bead fluor = compound fluoresces at 488/530 nm on GSH beads | GSH beads flow cytometry, compound fluorescence 488/530 nm; hits give high values | fluorescence (KMESF) at 10 µM | actives 0.25% (n = 190,000); in the data active = fluorescence above about 89;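 note: glutathione beads carrying GST-tagged Bcl family fusion proteins plus one bare bead set; values are compound well signal with DMSO vehicle wells as background; inactives centre near 16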
An asterisk follows results filed as active; ? = inconclusive; [ ] = remark or other dose. Cut-off read from the data, not from the text of the source, unless noted: active = inhibition above about 40%. Some of the compounds tested (hit frequency here may not be typical).

mol	Mcl1 Bid PPI	Bim-Bcl-W	Bim-Bcl-2	Bim-Bcl-B	RGS8-Gao reg	RGS7-Gao	Bfl-1 Bim block	Mcl-1 Bim block	Bim-Bcl-XL	RGS4-Gao reg	GSH bead fluor
COc1cc2c(C(=O)N3CCN(C)CC3)c(C)n(C)c2cc1Br	-1.8	-5.0	-12.0	-11.0	98.7	100.1	-19.0	-7.0	-14.0	99.5	25
COc1ccc(Br)cc1CN1CCN(C(=O)Cc2ccccc2)CC1	29.8	-1.0	-1.0	-3.0	133.5	117.7	1.0	-1.0	-2.0	119.2	16
Cc1cc(C(=O)CS(=O)(=O)c2ccccc2)cc(C)c1OC(=O)N(C)C	-0.8	0.0	-2.0	0.0	98.5	96.7	-1.0	-1.0	-4.0	99.7	71
Cc1ccc(N2C(=O)/C(=C/N3CCN(C(=O)c4ccco4)CC3)C(=O)NC2=S)cc1C	-41.3	-2.0	-8.0	-1.0	99.2	98.0	-4.0	0.0	-6.0	98.6	4
COC(=O)C(O)(c1ccc(N(C)C(=O)COc2ccccc2)cc1)C(F)(F)F (stereo not given)	-4.0	-1.0	-6.0	-6.0	100.7	99.4	-5.0	-3.0	-6.0	98.9	13
O=C(c1cc(-c2cccnc2)nc2ccccc12)N1CCC2(CC1)OCCO2	-11.7	1.0	-1.0	-5.0	104.1	96.8	-7.0	1.0	0.0	97.1	15
Cn1c(O)c(C=Nc2ccc(Cl)cc2)c(=O)n(C)c1=O	-36.5	0.0	-2.0	-1.0	90.5	97.2	0.0	0.0	0.0	95.5	23
O=c1[nH]c(O)c(N=Nc2ccc3c(c2)OCCO3)c(=O)[nH]1	-1.3	-1.0	-1.0	-4.0	103.2	?	-3.0	0.0	-3.0	100.8	15
Cc1sc2c(c1C)C(c1cccs1)=NCC(=O)N2CC(=O)NCc1cccs1	-12.8	0.0	0.0	0.0	98.5	99.8	0.0	-1.0	-3.0	101.4	13
CCC/C(=N\O)c1c[nH]c2ccccc12	-16.0	1.0	-4.0	-5.0	104.4	101.8	-8.0	0.0	0.0	106.1	15
O=Cc1c(C(=O)O)n(Cc2ccccc2Cl)c2ccccc12	-10.0	-2.0	0.0	3.0	103.6	93.2	2.0	-4.0	0.0	95.8	13
CCC(CO)(C(=O)OC1C[N+]2(C)CCC1CC2)c1ccccc1 (stereo not given)	-21.8	1.0	2.0	-2.0	97.4	93.6	-5.0	-1.0	-2.0	94.0	22
CC/C(=N\N1CCCCCC1)c1c(O)n(-c2ccccc2C)c(=O)[nH]c1=O	-23.0	6.0	6.0	1.0	112.6	72.3	4.0	7.0	9.0	77.8	14
CC(=O)CC(=O)C1C(=O)N(C)C(=O)N(C)C1=O	-26.0	1.0	-2.0	-3.0	101.8	97.9	-6.0	1.0	-1.0	99.0	11
Cc1ccc2c(CN3CC=C(c4ccccc4)CC3)cc(=O)oc2c1C	-28.5	-2.0	-6.0	-7.0	99.0	91.9	-14.0	-1.0	-4.0	95.1	18
CC(CO)(CO)N=Cc1c(O)n(-c2cccc3ccccc23)c(=O)[nH]c1=O	-12.9	-3.0	-4.0	-3.0	99.5	101.5	-2.0	-6.0	0.0	99.3	18
CC(=NCc1ccc2c(c1)OCO2)c1c(O)n(C)c(=O)n(C)c1=O	-28.3	0.0	-9.0	-4.0	93.2	87.7	-9.0	2.0	-3.0	89.3	48
CC(C)CCn1c(N)c(C(=O)OCC2CCCO2)c2nc3ccccc3nc21 (stereo not given)	10.7	1.0	0.0	-2.0	101.1	102.3	0.0	-2.0	0.0	102.9	15
CN(C)c1ccc(/C=C2\CC3C4CC=C5CC(O)CCC5(C)C4CCC3(C)C2=O)cc1 (stereo not given)	-10.0	0.0	0.0	-4.0	104.1	98.5	1.0	-3.0	-4.0	100.2	5
Cn1c(O)c(C=NCCCNC2CCCCC2)c(=O)n(C)c1=O	-7.3	-2.0	-4.0	-4.0	100.0	100.1	-7.0	-1.0	-1.0	99.0	13
CCOc1cc(-c2nc3c(C)cccn3c2NCC2CCCO2)ccc1O (stereo not given)	1.5	-1.0	-2.0	-2.0	100.4	100.9	-6.0	-1.0	-4.0	100.4	43
CC(=O)c1ccc(OC(NC(=O)Cc2ccccc2)C(Cl)(Cl)Cl)cc1 (stereo not given)	16.8	-2.0	-3.0	-7.0	100.2	100.9	-2.0	-8.0	-3.0	100.9	20
CCOC(=O)C(NC(C)=O)C(OC(C)=O)c1cccc(N(CCCl)CCCl)c1 (stereo not given)	-6.6	-3.0	3.0	-2.0	101.3	102.0	-2.0	-2.0	-3.0	103.1	18
CC1CN=C(Nc2ccc(N(C)C)cc2)S1 (stereo not given)	-81.0	1.0	0.0	-3.0	106.7	101.9	2.0	-2.0	-2.0	116.3	10
Cn1ccnc1P(=S)(c1nccn1C)N1CCOCC1	-40.5	-1.0	-11.0	-17.0	95.9	119.2	-4.0	-5.0	-2.0	102.3	41
O=C(c1cccn2c(=O)c3cc(Cl)ccc3nc12)N1CCC2(CC1)OCCO2	-8.6	3.0	-3.0	-6.0	100.8	100.0	-9.0	3.0	-9.0	97.9	15
O=C(O)C1C2CCC(O2)C1C(=O)NC1CCCCC1 (stereo not given)	-9.3	-1.0	0.0	-3.0	108.9	97.5	0.0	-1.0	-3.0	101.8	6
COc1ccc(-n2cnc3cc(C(=O)N4CCC5(CC4)OCCO5)ccc32)cc1	0.5	-1.0	-4.0	-7.0	96.7	94.4	-5.0	-3.0	0.0	92.8	16
CCOP(=O)(OCC)C(CC)N1CCOCC1 (stereo not given)	-7.0	1.0	2.0	-2.0	100.8	102.2	1.0	0.0	1.0	96.7	14
Cc1cccc(OCC(=O)N2CCN(Cc3ccncc3)CC2)c1	60.1*	-4.0	-6.0	-5.0	99.6	99.3	-8.0	-4.0	-6.0	100.5	26
CN1CCN(c2nccc3c2ncn3C)CC1	16.1	0.0	-11.0	-7.0	107.2	106.5	-3.0	0.0	-3.0	104.1	27
CN1CCN(c2ccc(C=O)cc2)CC1	-43.3	-1.0	-9.0	-10.0	98.2	96.6	-18.0	-1.0	-4.0	96.4	29
CCn1c(O)c(C=Nc2ccc(N3CCOCC3)cc2)c(=O)n(CC)c1=S	-58.8	-1.0	-2.0	-3.0	100.3	101.1	0.0	0.0	-1.0	99.7	22
COc1ccc(C2N(c3cc(C)on3)C(=O)C3CCCN32)cc1 (stereo not given)	-15.3	2.0	-1.0	-3.0	98.4	100.1	-5.0	-1.0	1.0	101.3	9
Cc1ccc(S(=O)(=O)N2CCCCC2)cc1NC(=O)CN1CC=C(c2ccccc2)CC1	-5.8	0.0	-22.0	-8.0	142.0*[activator]	121.6	-14.0	3.0	-4.0	117.7	18
CCCCN1C(=O)NC(=O)C2(Cc3c(nc4c(C)cccn4c3=O)N3CCc4ccccc4C32)C1=O (stereo not given)	2.8	0.0	-4.0	17.0	108.0	103.0	-9.0	0.0	-3.0	104.2	24
N/C(=N\[N+](=O)[O-])N1CCN(C(=O)c2ccccc2)CC1	-8.6	-3.0	-2.0	-3.0	106.1	102.4	-3.0	-1.0	-3.0	98.5	13
C[N+]12CCC(CC1)C(C(O)(c1ccccc1)c1cccs1)C2 (stereo not given)	-3.5	2.0	-10.0	-9.0	102.2	100.2	-16.0	0.0	-12.0	99.8	28
O=P1(Nc2ccc(F)cc2)COc2ccccc2OC1	8.7	0.0	-4.0	-6.0	104.3	106.7	-9.0	-2.0	-9.0	107.2	65
CC1=CC(=C2C(=O)NC(=S)NC2=O)C=C(C(F)(F)F)N1CCc1ccccc1	-27.6	1.0	-6.0	-7.0	103.2	105.0	-5.0	0.0	0.0	103.0	24
CCC(=O)OC1(c2cccc(C)c2)CC(C)N(C)CC1C (stereo not given)	8.4	0.0	-5.0	-5.0	103.2	105.9	-8.0	0.0	-3.0	104.4	35
CCOC(=O)C(NC(=O)CC)(Nc1ccc(C(O)(C(=O)OCC)C(F)(F)F)cc1C)C(F)(F)F (stereo not given)	-42.1	-4.0	-4.0	0.0	98.9	96.4	-2.0	-2.0	0.0	96.0	10
CC1(C)CC(n2[nH]c(=O)c3c2NC(=O)CSC3c2ccccc2)CCO1 (stereo not given)	-9.4	-2.0	-9.0	-8.0	107.8	105.3	-11.0	-3.0	-9.0	101.8	26
CCOP(=O)(OCC)C(NC(=O)c1ccc(C)cc1)C(Cl)(Cl)Cl (stereo not given)	2.3	-2.0	0.0	-7.0	100.3	96.9	-2.0	-3.0	-2.0	96.9	18
Cc1ccc(-n2c(O)c(C=NC3CCCCC3N)c(=O)[nH]c2=O)cc1C (stereo not given)	-26.8	-1.0	4.0	0.0	100.3	92.2	-3.0	2.0	0.0	91.4	22
Fc1ccc(NC2=NCCS2)cc1Cl	4.6	-3.0	-2.0	-7.0	99.6	91.6	-11.0	-3.0	-6.0	99.5	25
CN1CCN(c2ccc(N)cc2Cl)CC1	2.1	-2.0	-6.0	0.0	98.9	102.3	0.0	-2.0	-2.0	98.9	8
O=C1C(c2ccccc2)=C(N2CC2)c2ccccc21	-30.6	-2.0	-9.0	-10.0	103.5	106.0	-22.0	-6.0	-11.0	107.2	22
N#CCCn1cc(C(=O)NCc2ccccc2)c(-c2ccccc2)n1	-21.7	3.0	-2.0	-2.0	101.3	?	-4.0	0.0	0.0	99.8	14
COc1ccc(OCC(=O)N2CCN(Cc3ccc4c(c3)OCO4)CC2)cc1	-34.4	1.0	-2.0	-1.0	102.3	100.9	-5.0	0.0	0.0	100.7	10

As entered above:
Entry of CN1CCN(c2ccc(N)cc2Cl)CC1 in Mcl-1 Bim block: -2.0
Entry of CCn1c(O)c(C=Nc2ccc(N3CCOCC3)cc2)c(=O)n(CC)c1=S in Bim-Bcl-2: -2.0

Additional entries follow.
mol	Mcl1 Bid PPI	Bim-Bcl-W	Bim-Bcl-2	Bim-Bcl-B	RGS8-Gao reg	RGS7-Gao	Bfl-1 Bim block	Mcl-1 Bim block	Bim-Bcl-XL	RGS4-Gao reg	GSH bead fluor
CC(=O)NC(=O)NC(C)Cc1ccccc1 (stereo not given)	5.0	-5.0	-8.0	-9.0	101.4	102.7	-18.0	-1.0	-6.0	99.8	22
C=CCNC(=O)c1c(N)n(CCN2CCOCC2)c2nc3ccccc3nc12	-43.6	-1.0	-11.0	-9.0	103.5	104.8	-15.0	2.0	-4.0	107.6	62
CCC(CO)Nc1ccc([N+](=O)[O-])c2cccnc12 (stereo not given)	-27.5	0.0	0.0	0.0	101.3	102.3	0.0	-1.0	-1.0	103.7	22
CCCn1c(C(=O)c2ccccc2OC)nc2ccccc21	-7.6	14.0	0.0	7.0	93.4	93.0	2.0	3.0	7.0	96.5	46
COc1ccc(-c2cc(=NCCCCCC(=O)O)c3cc(C)ccc3o2)cc1	-23.7	5.0	2.0	8.0	103.9	107.5	-1.0	8.0	8.0	100.0	14
C1=C(c2c[nH]c3ccccc23)CCN(Cc2ccccc2)C1	-32.4	-1.0	4.0	-2.0	101.6	97.5	4.0	13.0	-2.0	102.7	10
